GCN5L2 inh = GCN5L2 (KAT2A) acetyltransferase inhibition; Q92830; Potency, µM (top dose mostly 58.9 µM), for the others: at the highest dose activity change, negative = inhibition, most hits filed as inhibitors; GCN5L2 HAT assay, ThioGlo1 CoA-SH fluorescence; 390,000 compounds, 0.21% hits
Target sequence (Q92830 whole entry, looked up): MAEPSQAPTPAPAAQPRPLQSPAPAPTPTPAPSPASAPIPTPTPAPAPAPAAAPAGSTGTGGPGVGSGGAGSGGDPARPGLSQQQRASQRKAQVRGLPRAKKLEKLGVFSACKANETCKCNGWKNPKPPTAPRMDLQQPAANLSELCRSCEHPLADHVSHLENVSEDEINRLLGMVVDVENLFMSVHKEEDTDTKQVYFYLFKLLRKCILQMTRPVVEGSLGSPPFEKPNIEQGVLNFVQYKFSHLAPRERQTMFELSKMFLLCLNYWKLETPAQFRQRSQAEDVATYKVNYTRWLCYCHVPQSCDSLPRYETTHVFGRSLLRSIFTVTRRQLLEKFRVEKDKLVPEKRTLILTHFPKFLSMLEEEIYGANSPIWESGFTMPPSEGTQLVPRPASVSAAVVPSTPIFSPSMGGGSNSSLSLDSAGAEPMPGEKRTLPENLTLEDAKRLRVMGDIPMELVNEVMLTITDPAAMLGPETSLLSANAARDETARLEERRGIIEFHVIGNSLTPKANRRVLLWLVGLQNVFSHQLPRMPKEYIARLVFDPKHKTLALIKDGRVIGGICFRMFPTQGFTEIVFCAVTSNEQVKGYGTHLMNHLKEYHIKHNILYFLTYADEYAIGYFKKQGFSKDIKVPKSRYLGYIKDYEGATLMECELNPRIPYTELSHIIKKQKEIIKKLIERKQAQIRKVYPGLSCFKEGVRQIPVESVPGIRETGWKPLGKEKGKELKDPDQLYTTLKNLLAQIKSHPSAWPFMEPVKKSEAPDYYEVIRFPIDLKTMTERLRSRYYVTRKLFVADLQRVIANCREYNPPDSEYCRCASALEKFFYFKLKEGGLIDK
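GCN5L2 (20 nM) in 50mM HEPES pH 7.5, 0.1mM EDTA, 0.01% Tween-20 preincubated 15 min with compounds at room temperature. Reaction started with H3(1-25) 75uM, acetyl-CoA 70uM, ThioGlo1 50uM; CoA-thiol fluorescence (Ex340/Em540) read at 0 and 20 min.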
DT40 TDP1 no CPT = qHTS for Inhibitors of human tyrosyl-DNA phosphodiesterase 1 (TDP1): qHTS in cells in absence of CPT; DT40 Tdp1-/- hTDP1 cells, no CPT, ATP luminescence, 48 h; AID 686978, 2013; Potency, µM (doses to about 46.2 µM), inactives show top-dose activity change, negative = growth inhibition, most hits filed as inhibitors; 420,000 compounds, 15% hits; further: nearly all actives have a fitted effect of over 55% in size
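Camptothecin absent (DMSO only). Human TDP1-complemented DT40 knockout cells, 400 cells/well, 37 °C for minimum 48 hr; ATP measured via CellTiter-Glo, 30 min dark incubation, luminescence.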
DT40 TDP1 CPT = growth inhibition of DT40 Tdp1-/-;hTDP1 cells with camptothecin (screen for TDP1 inhibitors) | Potency, µM (series often up to 46.2 µM), inactives show at the highest dose activity change, negative = growth inhibition, hits mostly inhibitors | chicken DT40 Tdp1-/-;hTDP1 cells + 20 nM CPT, ATP luminescence, 48 h | 420,000 compounds, 12% hits; further: nearly all actives have a fitted effect of over 55% in size
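Chicken DT40 Tdp1-/- cells complemented with human TDP1, 400 cells/well, exposed to compounds plus 20 nM camptothecin for at least 48 h at 37 C; viability read as ATP content by CellTiter-Glo luminescence.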
Starred values were filed as active, the others as inactive; ? = inconclusive; . = not tested or not shown; [ ] = another dose, or the depositor's remark. The call rests on the fitted dose curve; in most records, active means well fitted curve in the direction sought with a large enough effect; inconclusive means small, poorly fitted or top-dose-only effect, or another doubt; inactive means no such curve, though single readings can be large; an effect the other way counts as inactive or inconclusive. On the % scale 0 is the no-effect control and ±100 the full control effect; potency means the concentration at half of the fitted maximal effect. This is a subset (hit frequency here may not be typical).

SMILES	GCN5L2 inh	DT40 TDP1 no CPT	DT40 TDP1 CPT
CC12CCC(C(=O)Nc3ccccc3-n3cccc3)(CC1=O)C2(C)C (centres undefined)	2%	?	-16%
O=c1cc(CN2CCN(S(=O)(=O)c3ccccc3)CC2)nc2sc(-c3ccccc3Cl)nn12	-14%	?	-26%
COc1cccc(Cn2c(=O)c(-c3cccc(F)c3)nc3cncnc32)c1	-14%	?	?
Cc1cccc(C)c1Nc1c(-c2ccsc2)nc2ccc(Cl)cn12	-10%	7.3µM*	?
CC(Oc1ccccc1)c1ccn[nH]1 (centres undefined)	-1%	2%	2%
Cc1nc2ccccc2c(=O)n1CCCO	-4%	-5%	-18%
Cc1cc(C)cc(NC(=O)C2CCCN(S(=O)(=O)c3cnc[nH]3)C2)c1 (centres undefined)	0%	2%	7%
O=C(Nc1ccc(-c2csc(-c3ccccc3)n2)cc1)c1ccccc1Cl	-6%	?	21µM*
CN1CCN(c2ccnc(-c3ccoc3)n2)CC1	?	?	?
CCOC(=O)N1CCC(NC(=O)CS(=O)(=O)Cc2nc(-c3ccccc3C)oc2C)CC1	-2%	?	-18%
Cc1cccc(N(CC(=O)NCCc2ccccc2)C(=O)c2csnn2)c1	-18%	-15%	-15%
CN(C)CCN(Cc1ccco1)S(=O)(=O)c1cc2c(cc1Cl)NC(=O)CO2	-25%	-23%	2%
CC(C)(C)NC(=O)Cn1c(SCC(N)=O)nc2ccccc21	?	?	26µM*
OCCN1CCN(c2cc(-c3ccccc3)c3ccccc3n2)CC1	-1%	?	?
Cc1cc(Cl)c(S(=O)(=O)N2CCN(c3ccccn3)CC2)cc1OCC(=O)NC1CCCCC1	-9%	21µM*	?
COc1ccc(OC)c(Nc2ncnc3ccccc23)c1	-4%	-27%	-21%
CCOC(=O)C1C(=O)OC(C)(C)C1C(C)C(=O)c1ccccc1 (centres undefined)	-7%	-18%	-18%
CCCCCCCCC(=O)NNC(=O)c1c(O)c2ccccc2n(CC)c1=O	-15%	?	?
CCc1cccc(NC(=O)Cn2ncn3c(cc4ccccc43)c2=O)c1	-5%	-12%	?
CN1C(=O)Cc2cc(S(=O)(=O)NCc3ccc(Cl)cc3)ccc21	2%	?	?
COc1ccc(OCC(O)CNC(=O)Nc2cc(C)cc(C)c2)cc1 (centres undefined)	-5%	-22%	-4%
Cn1nnnc1SCCNC/C=C/c1ccccc1	-2%	-9%	-29%
Cc1ccc(CSc2sc(C(=O)c3ccccc3)c(N)c2C#N)cc1	-1%	?	?
CCOC(=O)c1[nH]c(=O)[nH]c1CSc1ccccn1	-1%	0%	-7%
CCc1nc2c(OCc3ccccc3C(=O)OC)cccn2c1N(C)C(=O)c1cccc(OC)c1	.	23µM*	13µM*
CC1CN(C(=O)C2CCCN2S(=O)(=O)c2ccc(Cl)cc2)CC(C)O1 (centres undefined)	-3%	-13%	-9%
Cn1cccc1C(=O)OCC(=O)Nc1ccc2[nH]c(=O)[nH]c2c1	1%	18%	-1%
CN1CCN(C(N)=NC(=O)c2ccccc2)CC1	1%	-12%	-4%
Cc1ccc(S(=O)(=O)n2nc(-c3cccnc3)nc2N)cc1	0%	-12%	?
N#Cc1cccc(C(=O)N(CCc2ccccc2)Cc2cccs2)c1	-5%	26µM*	?
COc1ccc([N+](=O)[O-])cc1/C=N/Nc1nc(N2CCCCC2)nc(N2CCCCC2)n1	-10%	?	?
CC(C)n1nc(C(=O)Nc2ccc3c(c2)OCO3)c2ccccc2c1=O	3%	4%	3%
CN(C)c1ccc(/C=N\S(=O)(=O)c2ccccc2)cc1	-4%	-4%	-9%
O=C(NCCO)NC(=S)c1ccccc1	0%	-10%	-18%
COC(=O)CN1C(=S)N(c2ccc(OC)cc2)C(=O)/C1=C/c1ccc(OC)cc1	-15%	?	?
Cc1ccc(NC(=O)CSc2nnc3ccccn23)cc1S(=O)(=O)N1CCOCC1	1%	-11%	-14%
C=CCNC(=O)c1onc(CSc2cccc3ccccc23)c1C(=O)O	-2%	-4%	-21%
Cn1c(=O)[nH]c(=O)c2c1nc(CN1CCOCC1)n2CCc1ccccc1	2%	8%	-14%
COC(=O)c1ccccc1NC(=O)C1CCN(S(=O)(=O)c2cc(OC)ccc2OC)CC1	-8%	?	23µM*
CC(C)CC(NC(N)=O)C(=O)Nc1ccc(Oc2ccccc2)cc1 (centres undefined)	-5%	-6%	4%
Cc1cc(C2=NNC(=NC3CCCCC3)SC2)c(C)n1-c1c(C)n(C)n(-c2ccccc2)c1=O	-9%	?	-5%
COC(=O)/C(=C(O)\C=C\c1ccccc1[N+](=O)[O-])c1nc2ccccc2[nH]1	0%	15µM*	12µM*
CCN1CCN(S(=O)(=O)c2ccc(Cl)c(C(=O)Nc3nnc(CC(C)C)s3)c2)CC1	-8%	?	23µM*
NNC(=O)C1COc2cc3ccccc3cc2O1 (centres undefined)	-5%	-1%	-1%
Cc1c(C)n2c3c(cccc13)CC2	-3%	-5%	0%
CCc1cc(Cn2nc(-c3ccccc3)cc2C(=O)O)on1	-4%	12%	3%
Cn1c(=O)n(C)c2cc([N+](=O)[O-])c(N3CCN(S(=O)(=O)c4ccc5ccccc5c4)CC3)cc21	-3%	?	16µM*
CCOC(=O)C1(CCOC)CCN(Cc2ccccc2-c2ccco2)CC1	-4%	?	?
Cc1ccc2c(c1)C(c1ccccc1)N(C(=O)c1cc3ccccc3oc1=O)CC(=O)N2 (centres undefined)	1%	?	-23%
COc1cc(CCN(C(C)=O)C2C(=O)Nc3ccccc3N=C2c2ccc3c(c2)OCO3)cc(OC)c1 (centres undefined)	.	-25%	-24%
Cc1sc(NC(=O)CSc2nnc(CCNC(=O)c3cccs3)n2C)nc1-c1ccccc1	1%	?	-24%
COc1cccc(NC(=O)Cn2c(=O)n(-c3ccc(C)cc3)c(=O)c3ccc(C(=O)NCc4ccco4)cc32)c1	1%	?	16µM*
O=C(CSc1ccc2ccccc2c1)NCc1cccs1	-11%	-22%	5%
O=C1CN(C(=O)c2ccccc2C(F)(F)F)C(c2ccccc2)c2cc(F)ccc2N1 (centres undefined)	-6%	?	?
Cc1cc(C)c(C)c(S(=O)(=O)N2CCN(Cc3nc4ccccc4[nH]3)CC2)c1C	28%	-27%	?
CC(=O)Nc1ccc2sc(NC(=O)CN3CCOCC3)nc2c1	-20%	7%	1%
COCC(C)N1CC(O)=C(c2nc(-c3ccc(Cl)cc3)cs2)C1=N (centres undefined)	-6%	-28%	-27%
CCOc1cc(N2CCOCC2)c(OCC)cc1NC(=O)c1cc(S(=O)(=O)N2CCOCC2)ccc1F	-3%	?	?
CCCCNC(=O)c1cccc(NC(=O)c2nsc3ccccc23)c1	-11%	?	?
CCCSc1ccc([C@H]2N[C@@](C)(C(=O)OC)[C@H]3C(=O)N(C)C(=O)[C@@H]23)cc1OC	-6%	?	-6%
Next part
SMILES	GCN5L2 inh	DT40 TDP1 no CPT	DT40 TDP1 CPT
Cc1cccc(Nc2nc(N)c(C#N)c(CC#N)c2C#N)c1	-7%	?	?
N#Cc1ccccc1Cn1nnc2c(=O)[nH]c(C3CCCN(S(=O)(=O)c4ccc(F)cc4)C3)nc21 (centres undefined)	-1%	-24%	-16%
O=S(=O)(Nc1nc2ccc(Cl)cc2s1)c1cccs1	-5%	-17%	?
CC(=O)N1CCN(c2nnc(-c3ccc(C)cc3)c3ccccc23)CC1	14%	?	5%
Cc1cc(C)cc(OC(C)C(=O)Nc2c(C(=O)c3ccccc3)oc3ccccc23)c1 (centres undefined)	-13%	2%	-1%
Clc1ccc(-[n+]2c(-c3cccc(Br)c3)[nH]c3nc4ccccc4nc32)cc1	-8%	26µM*	?
COc1ccc(CS(=O)(=O)CC(C)(O)c2ccccc2Cl)cc1 (centres undefined)	-1%	?	-16%
CN(CCOc1ccccc1)C(=O)C1CCC(=O)N(CCc2ccc(Cl)cc2)C1 (centres undefined)	-1%	?	?
Cc1ccnc(NS(=O)(=O)c2ccc(NC(=O)CCc3ccccc3)cc2)n1	-1%	-4%	-1%
Cc1ccc(C2CC(=O)C=C(Nc3ccc(Cl)cc3)C2)cc1 (centres undefined)	-9%	?	?
O=C(CSc1nc2ccccc2o1)c1ccccc1	-3%	-10%	-1%
O=C1c2ccccc2[C@@H]2C[C@@H](O)[C@H](Nc3ccccc3)CCN12	2%	-11%	13%
C[C@@H]1CCCCO[C@@H](CN(C)Cc2ccc(Cl)c(Cl)c2)[C@@H](C)CN([C@H](C)CO)C(=O)c2cc(NC(=O)CCC(F)(F)F)ccc2O1	.	10µM*	8.2µM*
Cc1nnc(-n2ncc(C#N)c2N)c2nn(-c3cccc(Cl)c3)c(C)c12	2%	-24%	-13%
COc1ccc(N(CC(=O)N2CCOCC2)S(C)(=O)=O)cc1Cl	2%	1%	0%
CN(C(=O)COC(=O)COc1ccc(Cl)cc1Cl)c1c(N)n(Cc2ccccc2)c(=O)[nH]c1=O	-7%	-2%	-8%
COc1ccc(CN2C[C@@H](CO)O[C@@H](n3cnc4c(NCCCO)ncnc43)C2)cc1	.	-4%	-7%
O=C(CSc1nc2ccc(Nc3nc(N4CCCC4)nc(N4CCCC4)n3)cc2s1)NCc1ccco1	-17%	6.5µM*	5.8µM*
COc1ccc(N2CC(NC(=O)/C=C\c3ccc(OC)c(OC)c3)CC2=O)cc1 (centres undefined)	0%	-5%	-13%
O=C(NNC(=S)Nc1ccc(Br)cc1)c1ccccc1Br	-14%	-26%	?
CCn1cc(Br)c(C(=O)Nc2ccc(F)cc2F)n1	-15%	-9%	0%
Cc1ccccc1Cc1c(C)nc2nc(SCC(=O)NCCCN3CCCCC3)nn2c1C	-2%	-18%	-5%
COc1ccccc1N(C)S(=O)(=O)c1ccc(Cl)c(C(=O)NCC2(N(C)C)CCCCC2)c1	-8%	8.2µM*	?
CC(=O)N1CCOc2ccc(S(=O)(=O)Nc3ccc(Cl)cn3)cc21	0%	0%	-8%
O=C(c1ccc(NS(=O)(=O)c2ccc(Cl)c(Cl)c2)cc1)N1CCOCC1	-6%	-15%	3%
OCc1nnn(-c2cccc(C(F)(F)F)c2)c1CO	1%	-2%	-13%
CC(C)(C)C1CCC(C(=O)Nc2ccc(N3CCOCC3)cc2N2CCOCC2)CC1 (centres undefined)	2%	?	?
CCC(C)(C)NC(=O)C(c1ccc(OC)cc1)N(C(=O)CCC(=O)Nc1cc(C)on1)c1cc(OC)ccc1OC (centres undefined)	-5%	-29%	-2%
Cc1cccc(NC(=O)CN2C(=O)N/C(=C\c3ccc(N4CCOCC4)cc3)C2=O)c1	-8%	-27%	-13%
CC(C)CNC1CCS(=O)(=O)C1 (centres undefined)	-19%	34%[activator]	15%
CCCN1C(=O)N(C)C(N(O)C(=O)NC)C1(C)C (centres undefined)	5%	2%	2%
COc1cc(OC)cc(C2=Cc3ccccc3C(CC(C)=O)N2c2ccc(-c3cccs3)cc2)c1 (centres undefined)	.	21µM*	?
Cc1ccc(-n2ncc3c2CCCC3NC(=O)CCc2c(C)noc2C)cc1C (centres undefined)	?	-68%	-63%
O=C(C1=C[C@H](c2ccc(Br)cc2)C[C@H](OCCCCO)O1)N1CCN(Cc2ccc3c(c2)OCO3)CC1	-4%	16µM*	18µM*

Source: PubChem (National Center for Advancing Translational Sciences (NCATS))
